Compound activity deposited in PubChem BioAssay by several laboratories.
CCHFV vOTU inh = CCHFV vOTU protease inhibitors, primary screen, biochemical, Pep-AMC substrate, fluorescence. actives 0.55% (n = 370,000). Crimean-Congo hemorrhagic fever virus L polyprotein viral ovarian tumor (vOTU) protease …. inhibition, % at 11.5 µM; in the data active means inhibition above about 30%; further: 0% = vehicle wells with enzyme and 100% = no enzyme wells
DUSP3 inh = VHR1 phosphatase inhibitors, primary screen, biochemical, absorbance, uHTS | AID 1654, 2009 | inhibition, % at 13.3 µM | recombinant VHR phosphatase, pNPP absorbance | Dual specificity protein phosphatase 3 (Homo sapiens), P51452 | actives 0.52% (n = 290,000); in the data active means inhibition above about 50%; further: some compounds called inactive have numbers as strong as hits
Target sequence (P51452 whole entry, looked up): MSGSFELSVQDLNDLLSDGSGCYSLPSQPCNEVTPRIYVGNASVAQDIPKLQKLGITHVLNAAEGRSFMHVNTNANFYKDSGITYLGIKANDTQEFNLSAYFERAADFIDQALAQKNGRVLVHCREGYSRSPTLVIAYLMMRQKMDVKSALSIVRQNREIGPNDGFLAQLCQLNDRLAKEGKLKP
Rv3671c protease = Rv3671c serine protease inhibitors, primary screen, biochemical, fluorescence polarization, M. tuberculosis H37Rv. P9WHR9. inhibition, % at 5.96 µM. actives 0.048% (n = 320,000); in the data active means inhibition above about 38%;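 further: extracellular domain of Rv3671c used as enzyme; 0% = enzyme with DMSO and 100% = no enzyme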
BoNT A protease = BoNT/A light chain protease inhibitors, primary screen, biochemical, flow cytometry, MLPCN library. Botulinum neurotoxin type A light chain protease (Clostridium botulinum A str. ATCC 3502). multiplex microsphere protease substrate cleavage. inhibition, % at 10 µM. actives 0.17% (n = 360,000). AID 588499, 2011; further: plate controls were buffer without enzyme for full effect and enzyme alone for no effect
BoNT F protease = BoNT/F light chain protease inhibitors, primary screen, biochemical, flow cytometry, MLPCN library; inhibition, % at 10 µM; actives 0.22% (n = 360,000); Multiplex microsphere protease cleavage assay; Botulinum neurotoxin type F light chain protease (Clostridium botulinum); in the data active means inhibition above about 35%, passing the limit was not always enough; inconclusive means no clear call, values can overlap the other calls; further: plate controls were buffer without enzyme for full effect and enzyme alone for no effect
MazEF act = activators of E. coli MazEF toxin-antitoxin RNase, primary screen, biochemical, fluorescence, uHTS; Endoribonuclease toxin MazF (Escherichia coli (strain K12)), P0AE70; FAM/BHQ RNA-DNA oligo cleavage fluorescence, 5 h; activation, % at 20 µM; actives 0.32% (n = 350,000); AID 504720, 2011; in the data active means activation above about 50%
Target sequence (P0AE70 whole entry, looked up): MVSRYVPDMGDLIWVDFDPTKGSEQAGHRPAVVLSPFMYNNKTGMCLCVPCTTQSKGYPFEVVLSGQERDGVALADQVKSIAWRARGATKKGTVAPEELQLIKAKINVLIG
3CLpro inhibitor = SARS-CoV 3CLpro protease inhibitors, primary screen, biochemical, quenched FRET; Replicase polyprotein 1ab (Severe acute respiratory syndrome coronavirus), P0C6X7; recombinant SARS-CoV 3CLpro, quenched FRET peptide cleavage; inhibition, % at 6 µM; actives 0.14% (n = 290,000); AID 1706, 2009; in the data active means inhibition above about 12%
PriA SSB inh = inhibitors of Klebsiella pneumoniae PriA binding to SSB C-terminal tail, primary screen, biochemical, AlphaScreen. PriA–SSB C-terminal tail interaction (Klebsiella pneumoniae). AlphaScreen SSBct-PriA binding, biotinylated peptide. inhibition, % at 33 µM. actives 0.6% (n = 430,000). AID 1272365, 2023; in the data active means inhibition mostly above about 37%, no sharp cut-off; inactive means mostly below about 20%;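 further: plate controls were negative control peptide for no effect and reference peptide for full effect; strong numbers were not always called active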
PrPC surface inh = inhibitors of human cell surface prion protein PrPC, primary screen, cell-based, TR-FRET. inhibition, % at 13.8 µM. Major prion protein (Homo sapiens), P04156. TR-FRET read-out. AID 720596, 2013. actives 0.43% (n = 370,000); in the data active means inhibition above about 24%; further: 0% = median of the test wells and 100% = reference compound wells
Anthrax LF prot = Bacillus anthracis LF protease inhibitors, primary screen, biochemical, multiplex microsphere, MLPCN library. Lethal factor (Bacillus anthracis), P15917. multiplex microsphere protease cleavage assay. inhibition, % at 10 µM. actives 0.12% (n = 360,000). AID 588501, 2011; further: plate controls were buffer without enzyme for full effect and enzyme alone for no effect
Target sequence (P15917 whole entry, looked up): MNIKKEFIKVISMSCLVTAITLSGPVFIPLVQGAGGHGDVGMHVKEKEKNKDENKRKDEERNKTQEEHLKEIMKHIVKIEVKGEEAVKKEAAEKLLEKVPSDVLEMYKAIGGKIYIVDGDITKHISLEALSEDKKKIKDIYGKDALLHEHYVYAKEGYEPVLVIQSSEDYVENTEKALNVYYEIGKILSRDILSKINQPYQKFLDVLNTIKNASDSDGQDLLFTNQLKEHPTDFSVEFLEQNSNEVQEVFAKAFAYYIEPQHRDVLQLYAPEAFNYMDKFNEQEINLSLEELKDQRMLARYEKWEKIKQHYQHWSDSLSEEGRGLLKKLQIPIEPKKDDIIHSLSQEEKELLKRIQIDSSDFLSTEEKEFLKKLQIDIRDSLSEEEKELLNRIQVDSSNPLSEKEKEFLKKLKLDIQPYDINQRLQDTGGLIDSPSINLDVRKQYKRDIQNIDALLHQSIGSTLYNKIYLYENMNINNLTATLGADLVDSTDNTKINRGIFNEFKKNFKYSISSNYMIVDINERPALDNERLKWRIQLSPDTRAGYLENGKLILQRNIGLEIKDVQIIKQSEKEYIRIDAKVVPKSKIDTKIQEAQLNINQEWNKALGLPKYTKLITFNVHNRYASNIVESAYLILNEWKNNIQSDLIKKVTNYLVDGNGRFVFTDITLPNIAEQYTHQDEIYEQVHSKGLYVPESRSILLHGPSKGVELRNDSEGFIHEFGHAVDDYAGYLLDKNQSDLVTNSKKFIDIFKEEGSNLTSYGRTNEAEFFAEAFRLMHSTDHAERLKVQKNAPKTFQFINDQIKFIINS
* hit, by the source's call; ? = inconclusive; . = not tested or not shown; & = joins results of further samples. Unless noted, no stated cut-off is given here; in the data, active means inhibition above about 30%; inconclusive means no clear call, values can overlap the other calls; inactive means below that. The list is partial; rates above refer to the full screens.

SMILES	CCHFV vOTU inh	DUSP3 inh	Rv3671c protease	BoNT A protease	BoNT F protease	MazEF act	3CLpro inhibitor	PriA SSB inh	PrPC surface inh	Anthrax LF prot
COC(=O)[C@H](C)NC(=O)Nc1ccc(OC)c(OC)c1	8	-2	4	-0.3	0	3	2	-29	-4	1
CC(=O)c1cnc2c(-c3ccccc3)c(C(F)(F)F)nn2c1C	3	0	-3	-0.8	-4	20	5	-64	2	-3
C=CCN(C(=O)Cc1cccs1)c1nc(-c2ccc(S(C)(=O)=O)cc2)cs1	17	22	-4	2.1	5	12	1	8	1	1
COc1ccc(C)cc1N1CC(C(=O)Nc2cccc(C(=O)NC3CC3)c2)CC1=O (centres undefined)	10	.	.	-0.8	0	8	.	.	-5	-6
O=C(COc1ccccc1F)NNC(=O)c1ccc2c(=O)n3c(nc2c1)CCC3	-7	.	-1	1.7	4	3	.	-11	-3	-3
O=C1/C(=C/c2cccs2)SC(=S)N1N1CCOCC1	-10	9	-1	?	?	10	2	3	-5	-23
CCOC(=O)N1CCN(S(=O)(=O)c2ccc(C(=O)Nc3nc4ccccc4s3)cc2)CC1	20	10	-4	-0.6	-6	4	0	-4	-5	-2
CC(C)n1cc(CN2CCCC(C(=O)Nc3ccccc3Oc3cccnc3)C2)cn1 (centres undefined)	9	2	1	2.1	3	1	1	-10	-1	-1
CC(=O)NC1=NN(C(C)=O)C(C)(CS(=O)(=O)c2ccc(C)c(C)c2)S1 (centres undefined)	-7	20	-3	1.7	9	-3	-2	-16	-1	1
Cc1c(Cl)cccc1NC(=O)C1=COCCO1	8	.	3	-2.0	-8	4	.	-8	3	-3
CC(Sc1nnc(C2CC2)n1C1CC1)C(=O)Nc1ccc(C(N)=O)cc1 (centres undefined)	11	.	-2	-0.1	8	-27	.	-10	5	-10
CC(C)NC(=O)C1(S(=O)(=O)c2ccccc2)CC=CC1	7	29	9	0.1	3	1	-8	-22	2	-12
COc1ccc(S(=O)(=O)NCc2nc3nc(C)cc(C)n3n2)cc1	3	.	.	0.0	0	3	.	-1	-7	5
Cc1nc2c(C(=O)N3CCN(c4ccccn4)CC3)cnn2c(C)c1Cc1cccc(Cl)c1	17	25	9	1.6	2	1	-4	3	-5	-9
COCC(=O)N1CCCC(CNS(=O)(=O)c2ccc(OC)cc2)C1 (centres undefined)	11	16	1	-1.3	-1	-1	-1	-7	2	-4
O=C(COC(=O)c1cc(Cl)ccc1O)c1ccc2c(c1)OCO2	3	.	-9	2.4	0	5	.	-9	-3	-1
COc1ccccc1-c1cnc(C(O)c2ccc(Cl)cc2)[nH]1 (centres undefined)	-2	.	.	-0.1	-5	.	.	.	0	1
CC(C)C(=O)Nc1nc2c(c(=O)[nH]1)CCCC2	-6	13	4	-1.5	-2	8	3	-9	1	0
CSc1ccccc1NC(=O)c1noc(C)c1[N+](=O)[O-]	5	-4	2	0.3	11	1	-1	-2	-6	1
CC(C)OC(=O)c1cn(-c2ccccc2)nc1-c1ccc2c(c1)OCCO2	9	12	-17	-0.4	-5	-4	-6	-16	8	-3

An excerpt of these results, with values under each structure:
Value order – CCHFV vOTU inh | DUSP3 inh | Rv3671c protease | BoNT A protease | BoNT F protease | MazEF act | 3CLpro inhibitor | PriA SSB inh | PrPC surface inh | Anthrax LF prot
> C=CCN(C(=O)Cc1cccs1)c1nc(-c2ccc(S(C)(=O)=O)cc2)cs1
    17 | 22 | -4 | 2.1 | 5 | 12 | 1 | 8 | 1 | 1
> COc1ccc(C)cc1N1CC(C(=O)Nc2cccc(C(=O)NC3CC3)c2)CC1=O (centres undefined)
    10 | . | . | -0.8 | 0 | 8 | . | . | -5 | -6
> O=C(COc1ccccc1F)NNC(=O)c1ccc2c(=O)n3c(nc2c1)CCC3
    -7 | . | -1 | 1.7 | 4 | 3 | . | -11 | -3 | -3

Carrying on:
SMILES	CCHFV vOTU inh	DUSP3 inh	Rv3671c protease	BoNT A protease	BoNT F protease	MazEF act	3CLpro inhibitor	PriA SSB inh	PrPC surface inh	Anthrax LF prot
CCc1ccc(/C=C\C(=O)N2CCCC2)cc1	-9	.	5	-0.4	-2	13	.	-8	2	-3
CC(C)(C)NC(=O)C1CCN(c2ccc(S(=O)(=O)N3CCOCC3)cc2Cl)CC1	-1	16	1	0.3	-4	1	4	2	5	0
CC(C)(CNC(=O)c1cccs1)N1CCOCC1	-3	.	0	0.6	6	11	.	-13	-3	-4
COc1ccc(NS(=O)(=O)c2ccc(NC(=S)NC(=O)/C=C/c3ccccc3)cc2)nn1	8	17	-11	-0.1	-7	0	5	13	2	3
CCOC(=O)c1cccc(NC(=O)C2CCCO2)c1 (centres undefined)	7	11	-7	0.8	12	4	1	4	3	-2
O=[N+]([O-])c1ccc(O)c(P(=O)(c2ccccc2)c2ccccc2)c1	18	-18	-6	-5.7	-13	-6	-3	-7	-8	-4
CN1OC[C@@H]2CN(Cc3ccccc3)[C@H](c3ccc(-n4ccnc4)cc3)C[C@@H]21	20	.	.	0.1	-1	.	.	.	-7	2
Cc1cccc(NC(=O)CC2NCCNC2=O)c1 (centres undefined)	9	-1	6	-0.4	7	-5	-4	-20	8	8
CC(C)(C)NC(=O)C(=O)NCCC1=CCCCC1	0	2	12	0.7	2	0	-2	-19	-7	1
O=C(c1ccc(Cl)s1)N1CCN(C23CC4CC(CC(C4)C2)C3)CC1	.	-5	-6	0.1	-2	-3	1	-12	.	7
O=C(COC(=O)C1CC(=O)N(Cc2ccccc2)C1)Nc1ccc([N+](=O)[O-])cc1Br (centres undefined)	-16	.	.	-0.3	-7	9	.	.	-8	-4
Cc1ccc(-c2noc(-c3cc(C(C)(C)C)nn3Cc3ccccc3)n2)cc1	-9	-18	0	.	.	-2	-2	-8	-1	.
CCOC(=O)c1ccc(NC(=S)NNC(=O)c2cc(-c3cccnc3)nc3ccccc23)cc1	8	14	-7	0.9	-4	3	3	13	4	-1
CC(=O)Nc1ccccc1C(=O)C(=O)NCCc1ccccc1	-13	0	-9	-0.3	-1	-4	6	8	-4	-3
CC(C)(C)NS(=O)(=O)c1ccc(NS(=O)(=O)Cc2ccccc2)cc1	-2	15	4	1.4	-8	0	-2	-1	-4	-5
O=C(NCCCN1CCOCC1)c1cn(-c2ccccc2)nc1-c1ccc(F)cc1	8	.	3	0.4	-7	6	.	-7	0	-3
Cc1cc(NC(=O)NC(=O)c2cccc(OC(F)(F)C(F)F)c2)n[nH]1	4	0	-5	-0.7	-11	-7	1	-2	10	-2
Cc1cccc(N2CCN(C(=O)COc3noc4nc(C)cc(C)c34)CC2C)c1 (centres undefined)	-5	.	.	0.1	2	9	.	.	-3	1
CC[N+](C)(CC)CCCCOc1ccc2c(c1)C(=O)c1cc(OCCCC[N+](C)(CC)CC)ccc1-2	2	21	2	-0.7	?	0	-6	-19	-55	-7
O=C(N/N=C/c1cccc(OCc2ccccc2)c1)c1ccc(Br)o1	14	19	-83	-1.5	0	-3	2	.	8	-2
Cc1ccc(S(=O)(=O)N2CCN(C(=O)CN3CCN(C)CC3)C2)cc1	15	34	7	0.7	-3	1	4	-6	0	-1
CCC(=O)Nc1sc(C(=O)Nc2ccccc2OC)c(C)c1C(=O)OC	0	19	-1	0.3	4	3	3	-3	-1	-1
Cc1cccc(C)c1N1C(=O)CCC(C)(C)C1=O	-7	31	3	1.3	0	6	4	-2	6	2
CCN1C(=O)/C(=C\c2ccc3c(c2)OCO3)C(C(=O)OC)=C1C	-7	0	0	-2.5	-4	8	3	0	-7	-11
N#Cc1ccc(CSc2nnc(-c3ccncc3)n2CCc2ccccc2)cc1	-12	26	-2	0.9	3	2	-1	-8	2	3
Cc1nnc(SCC(=O)N2CCCc3ccccc32)[nH]c1=O	2	-17	-3	1.4	0	-1	2	7&-6	-1	-2
COc1ccc([N+](=O)[O-])cc1CSc1nnc(NC(C)=O)s1	-4	22	2	0.3	-2	-1	-2	-5	-5	-2
CCNS(=O)(=O)c1ccc(NC(=O)Cc2ccc(F)cc2)cc1	-8	24	-5	0.0	-1	7	8	-7	-2	0
CN(CC(=O)OCC(=O)NC(=O)c1cccn1C)S(=O)(=O)c1ccc(Cl)cc1	6	37	-5	0.1	-10	2	-2	-6	5	-1
Cc1ccc(NC(=O)CNC(=O)c2ccc(C)o2)cc1	10	16	-14	?	?	7	1	7	-4	-12
Cc1nnc(N(C)C(=O)c2cnccn2)s1	-10	2	-3	0.4	1	-16	4	-16	3	3
O=C(Cc1ccccc1)Nc1ccc(NC(=S)NC(=O)c2ccccc2)cc1	-2	0	-7	-1.5	8	5	0	10	7	-1
COCCN(CCOC)S(=O)(=O)c1ccc(/C(O)=C(\C#N)c2nc3ccccc3[nH]2)cc1	5	18	4	-0.6	5	-6	3	-5	-5	-11
Cc1ccc(NC(=O)C2CCCN2S(=O)(=O)c2cccc3cccnc23)cc1F (centres undefined)	-1	16	0	0.2	1	4	5	-10	-1	-3
Cc1ccc(NCC(=O)N/N=C/c2ccncc2)cc1	3	22	-4	-0.5	1	3	1	.	0	-1
O=C(NCC(c1cccs1)N1CCOCC1)C1CCN(S(=O)(=O)c2ccccc2C(F)(F)F)CC1 (centres undefined)	5	5	0	1.4	8	-6	4	-15	1	3
O=C(c1ccco1)N1CCN(C2CN(Cc3ccc([N+](=O)[O-])cc3)S(=O)(=O)C2)CC1 (centres undefined)	20	.	.	-0.1	-5	10	.	.	-19	2
COc1ccc(OCCNc2cc(Cl)ccc2[N+](=O)[O-])cc1	14	3	1	-2.1	-15	147*	1	-11	-5	-5
O=C(CCCOc1ccc(Cl)cc1)N1CCOCC1	1	2	-3	-0.7	-4	4	-2	1	2	-2
O=C(Nc1ccc(S(=O)(=O)Nc2nccs2)cc1)c1ccccc1OC(F)F	4	.	-5	-0.1	-2	7	.	7	-4	6
CCCNC(=O)NC(=O)CSc1nc2cc(C(=O)OC)ccc2c(=O)n1-c1ccccc1	10	-10	-4	-0.4	9	9	-10	-3	3	5
CSCCCN1CCC(n2nccc2NC(=O)CCCc2ccccc2)CC1	-11	5	-10	3.1	9	-8	5	3	-11	-1
CCN(CC)c1ccc([C@H]2[C@@H]3CCCC[C@]3(O)CCN2CC(=O)NCc2ccco2)cc1	-12	23	-5	0.8	-9	2	3	12	-1	0
Nc1nonc1OCCN1CCN(c2ccc([N+](=O)[O-])c3cccnc23)CC1	2	12	7	-0.7	0	2	0	12	-49	-6
Cc1ccc(-c2nnc(C)c(N3CCOCC3)n2)cc1	0	4	0	0.5	-4	-12	-1	-7	2	-4
O=C(Nc1cc(=O)[nH]c2ncnn12)c1ccco1	2	0	-4	0.1	-5	-1	-1	1	4	3
COc1ccc(N(CC(=O)NC2CCCCC2)C(=O)c2ccc(C)s2)cc1OC	6	19	2	-1.3	-6	-10	5	4	10	0
Cc1ccc(C)c(NS(=O)(=O)c2cc3c4c(c2)CC(=O)N4CCC3)c1	21	-14	-12	0.5	1	5	0	6	1	-1
COc1ccc(N2CCN(C(=O)c3ccc(NS(=O)(=O)c4cccc(F)c4)cc3)CC2)cc1	-6	-11	2	0.5	-4	10	5	-6&15	8	-4
COc1ccc(CCN2CCCC(CN(C)Cc3cc(OC)c(OC)c(OC)c3)C2)cc1 (centres undefined)	-12	12	0	0.1	18	3	-1	1	-3	0
O=C(CCCn1c(=O)[nH]c2ccsc2c1=O)N1CCN(Cc2ccc3c(c2)OCO3)CC1	-1	0	-4	2.3	8	-2	-5	-7	-2	5
